AGP1 TOR yeast = modulators of AGP1-GFP expression in yeast TOR pathway, primary screen, cell-based, multiplex flow cytometry, S. cerevisiae, MLPCN library; 3 h; GFP as percent of DMSO wells; GFP response vs DMSO, % at 10 µM; actives 0.02% (n = 320,000);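 active means GFP response relative to DMSO above a set limit, near screen average plus 3 SD, cut at about 150% in these data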;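 further: median GFP channel fluorescence of the gated AGP1 strain per well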
GRK2 inh = compounds blocking aptamer binding on GRK2 – biochemical, human GRK2, bead flow cytometry, HTS, primary screen. Beta-adrenergic receptor kinase 1 (Homo sapiens), P25098. FAM-aptamer displacement from GRK2. inhibition of aptamer binding, % at 10 µM. actives 0.59% (n = 330,000);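 active means inhibition of aptamer binding above 40%, roughly 3 SD of noise, on plates passing a quality check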;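 further: median bead fluorescence of bound FAM aptamer so fluorescent compounds give negative values; no value below 0 was filed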
Bcl-xL primary = inhibitors of human Bcl-xL, primary screen, biochemical, fluorescence polarization, HTS. actives 0.7% (n = 320,000). inhibition, % at 10.9 µM. GST-Bcl-xL / FITC-Bim BH3 peptide fluorescence polarization. AID 2129, 2009. Bcl-2-like protein 1 (Homo sapiens), Q07817;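 active means inhibition above the mean of all tested compounds plus 3 SD, cutoff set per campaign, cut at about 30% in these data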;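 further: 0% = DMSO wells and 100% = unlabeled Bim-BH3 peptide competitor; inhibitors lower millipolarization by displacing the labeled peptide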
Target sequence (Q07817 whole entry, looked up): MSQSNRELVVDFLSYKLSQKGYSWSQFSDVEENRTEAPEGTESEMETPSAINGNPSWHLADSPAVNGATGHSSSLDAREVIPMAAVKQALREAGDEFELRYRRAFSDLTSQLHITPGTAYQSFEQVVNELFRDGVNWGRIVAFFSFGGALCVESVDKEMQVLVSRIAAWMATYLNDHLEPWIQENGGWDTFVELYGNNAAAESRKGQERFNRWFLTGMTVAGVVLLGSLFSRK
MEX-5 binding = MEX-5 zinc finger RNA-binding disruptors – biochemical, C. elegans, fluorescence polarization, MLPCN library, primary screen; activity score (negative = inhibition of binding), % at 10 µM; Zinc finger protein mex-5 (Caenorhabditis elegans), Q9XUB2; actives 0.38% (n = 300,000); MEX-5/FITC-TCR2 RNA binding; active compounds read low;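 active means inhibition past about -25% in most replicates, and total fluorescence under double the plate's negative control median, limit read from the data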;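 further: 0% = DMSO and -100% = 5 µM competing unlabeled TCR2 RNA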
Target sequence (Q9XUB2 whole entry, looked up): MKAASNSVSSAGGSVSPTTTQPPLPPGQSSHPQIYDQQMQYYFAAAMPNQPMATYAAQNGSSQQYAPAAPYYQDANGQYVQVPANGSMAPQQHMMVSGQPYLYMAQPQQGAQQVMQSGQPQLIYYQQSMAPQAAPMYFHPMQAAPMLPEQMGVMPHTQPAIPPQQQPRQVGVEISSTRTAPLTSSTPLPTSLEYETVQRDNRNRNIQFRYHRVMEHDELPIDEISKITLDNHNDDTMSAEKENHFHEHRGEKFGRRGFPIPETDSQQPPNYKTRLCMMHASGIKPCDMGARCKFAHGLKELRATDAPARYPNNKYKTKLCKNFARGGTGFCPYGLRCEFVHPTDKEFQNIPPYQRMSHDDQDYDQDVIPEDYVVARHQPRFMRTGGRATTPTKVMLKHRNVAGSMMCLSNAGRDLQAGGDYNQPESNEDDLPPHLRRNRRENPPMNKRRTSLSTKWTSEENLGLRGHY
VLA-4 inh = inhibition in human VLA-4 binding assay, primary screen, VLA-4 allosteric modulator project, MLPCN library, flow cytometry, VLA-4 expressing cells; Integrin alpha-4 (Homo sapiens), P13612; ligand binding flow cytometry; inhibition, % (about 7 µM as worked out from the volumes in the protocol); actives 0.2% (n = 330,000); AID 2557, 2010; in the data active means inhibition above about 50%
CIT2 TOR yeast = modulators of CIT2-GFP expression in yeast, primary screen, S. cerevisiae, GFP fusion, multiplex flow cytometry, MLPCN library | AID 2029, 2009 | GFP response vs DMSO, % at 10 µM | S. cerevisiae CIT2-GFP strain, 3 h; 100 means same as DMSO wells | actives 0.065% (n = 320,000);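 active means GFP response relative to DMSO above a set limit, near the screen mean plus 3 SD, cut at about 150% in these data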;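 further: ratio of well median GFP fluorescence to mean of DMSO wells on the plate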
GLD-1 TGE inh = GLD-1/TGE RNA complex disruptors, primary screen, biochemical, fluorescence polarization; Female germline-specific tumor suppressor gld-1 (Caenorhabditis elegans), Q17339; purified GLD-1 + fluorescein TGE RNA; inhibition, % at 5.96 µM; actives 0.44% (n = 320,000); AID 2280, 2010;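 active means percent inhibition above a per-plate cutoff, the plate mean of test compounds plus 3 SD, cut at about 30% in these data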;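 further: 0% = DMSO wells with GLD-1 and probe and 100% = wells lacking GLD-1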
Yeast superoxide = reduction of superoxide in aged yeast, primary screen, HTS | S. cerevisiae aged cells, superoxide DHE fluorescence; active compounds read low | superoxide response (% of plate mean), % at 10 µM | actives 0.18% (n = 330,000) | AID 2690, 2010;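 active means superoxide response under a set limit, about three screen SD below normal, cut at about 65% in these data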;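 further: yeast aged for seven days with compound at 30 °C before DHE staining; 100% = average MFI of all compound-treated wells on the plate with controls excluded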
MCL1 BIM primary = inhibitors of MCL1 binding to BIM-BH3, primary screen, biochemical, fluorescence polarization; Induced myeloid leukemia cell differentiation protein Mcl-1 (Homo sapiens), Q07820; GST-MCL1 / FITC-Bim-BH3 fluorescence polarization; inhibition, % at 10.9 µM; actives 0.68% (n = 320,000); AID 2057, 2009;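 active means inhibition above the mean inhibition of all tested compounds plus 3 SD, set per campaign, cut at about 40% in these data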;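 further: 0% = DMSO wells and 100% = unlabeled Bim-BH3 peptide control; higher means more loss of mP so more displacement of Bim peptide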
Target sequence (Q07820 whole entry, looked up): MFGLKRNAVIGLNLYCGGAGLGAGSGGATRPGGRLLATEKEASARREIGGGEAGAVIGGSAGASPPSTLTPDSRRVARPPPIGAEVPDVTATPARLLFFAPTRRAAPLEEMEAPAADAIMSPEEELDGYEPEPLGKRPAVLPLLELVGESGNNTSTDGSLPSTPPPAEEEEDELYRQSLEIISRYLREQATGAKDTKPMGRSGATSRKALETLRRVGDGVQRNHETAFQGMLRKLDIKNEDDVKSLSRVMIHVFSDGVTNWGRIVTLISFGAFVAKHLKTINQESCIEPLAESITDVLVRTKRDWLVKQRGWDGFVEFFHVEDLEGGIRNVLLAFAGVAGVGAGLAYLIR
Active calls of the source: *; · = not tested or not shown.

Values run as follows: AGP1 TOR yeast	GRK2 inh	Bcl-xL primary	MEX-5 binding	VLA-4 inh	CIT2 TOR yeast	GLD-1 TGE inh	Yeast superoxide	MCL1 BIM primary
CN(C)S(=O)(=O)c1ccc(Cl)c(NC(=O)COC(=O)/C=C/c2ccc3ccccc3n2)c1
→ 100	22	0	·	4	103	6	104	-1
CCOC(=O)Cc1csc(NC(=O)CCN2C(=O)c3cccc([N+](=O)[O-])c3C2=O)n1
→ 107	0	4	-1.9	10	100	-2	107	4
O=c1[nH]c2ccc(S(=O)(=O)N3CCC(Cc4ccccc4)CC3)cc2o1
→ 106	0	1	1.0	15	102	5	101	2
O=C(N/N=C/c1ccc(O)cc1)c1ccc(COc2cc(Cl)ccc2Cl)o1
→ 105	1	2	-3.5	-7	97	-9	107	-8
CCC1CC(CSC(=N)N)OC1=O (stereo not given)
→ 111	1	7	-0.3	0	92	9	105	9
CCc1nc2scc(-c3ccc(C)cc3)c2c(=O)n1N
→ 89	2	6	-1.2	2	98	6	93	7
c1ccc(-c2nn3c(Cn4nnc5ccccc54)nnc3s2)nc1
→ 109	0	38*	-3.7	4	·	14	108	48*
O=C(Nc1ccn(Cc2c(F)c(F)cc(F)c2F)n1)c1ccc(COc2ccccc2Cl)cc1
→ 106	1	9	-0.2	-6	104	6	82	11
COc1cc(-n2c(C)nc3cc(C(=O)NCC4CCCO4)ccc32)cc(OC)c1OC (stereo not given)
→ 97	0	8	1.4	-7	101	9	92	-3
CN(C)S(=O)(=O)N1CCN(S(=O)(=O)c2ccc(F)cc2)CC1
→ 107	1	2	0.3	2	105	6	91	7
COc1ccc(OCCN(C)CC(=O)Nc2c(C)cccc2C)cc1
→ 98	0	·	2.8	-11	94	·	96	·
CCc1ccc2oc(C(=O)Nc3nonc3C)c(C)c2c1
→ 94	3	5	-0.4	25	98	1	80	3
CC1CCC2(CC1)NC(=O)N(CC(=O)N1c3ccccc3CC1C)C2=O (stereo not given)
→ 103	0	·	·	0	96	2	77	·
CC(C)Sc1n[nH]c(=O)n1-c1cccc(C(F)(F)F)c1
→ 100	1	3	2.8	-1	89	6	87	9
CCOC(=O)C[C@H]1c2ccc(C(F)(F)F)cc2S(=O)(=O)N1c1cccc(OC)c1
→ 83	8	7	1.1	-14	86	0	102	41*
O=C(N/N=C/c1ccccc1)C1CCCN1C(=O)c1cc([N+](=O)[O-])cc([N+](=O)[O-])c1 (stereo not given)
→ 96	0	·	·	10	97	·	129	·
Cc1ccc(NC(=O)c2ccn(C)n2)c(Br)c1
→ 92	0	1	-1.4	3	102	-5	89	5
COc1ccccc1NC(=O)COc1ccc(Br)cc1CNC1CCCC1
→ 104	2	-2	3.3	-7	101	0	96	0
COc1ccc(S(=O)(=O)N2CCCc3ccccc32)cc1[N+](=O)[O-]
→ 94	0	3	2.2	-1	97	2	95	0
CC(=O)Nc1ccc(-c2nc(C)c(C(C)=O)n2O)cc1
→ 102	3	12	-0.8	4	100	-1	87	3
COC(=O)CCSc1cc(NCCOC(C)=O)c([N+](=O)[O-])c2nonc12
→ 97	2	1	-2.7	25	96	-3	129	-7
CCC(CC)NC(=O)CO/N=C/c1ccccc1OC(F)F
→ 93	0	6	1.0	-5	92	-5	107	5
COc1ccc2cc(C)c3nnc(SCC(=O)Nc4cc(OC)c(OC)cc4C(=O)O)n3c2c1
→ 103	0	0	-4.1	4	96	-1	106	2
COc1cccc(CN2CC(C(=O)NCc3cccc(N4CCCC4)c3)CCC2=O)c1 (stereo not given)
→ 102	0	9	2.9	15	105	-10	97	12
CC(C)=CCC(C)(C)C1OCCN1C(=O)c1ccccc1 (stereo not given)
→ 102	1	2	-0.6	-3	99	8	96	-1
C=CCN1C(=O)C(Cc2ccccc2)S/C1=N/N=C/c1cccs1 (stereo not given)
→ 100	0	2	2.4	6	108	5	107	2
O=C1CCc2cc(S(=O)(=O)NC(C(=O)N3CCN(c4ccccn4)CC3)c3ccccc3)ccc2N1 (stereo not given)
→ 98	0	-3	-1.0	4	94	4	85	2
CC(C)NC1=C(Cl)C(=O)c2ccccc2C1=O
→ 94	2	10	0.8	-3	94	1	150	13
CCCCN(CCCC)S(=O)(=O)c1c(C)[nH]c(=O)[nH]c1=O
→ 99	0	-1	0.1	9	·	-6	85	6
NC(=O)CSc1ncc(-c2ccccc2)[nH]1
→ 99	1	5	0.0	-12	107	-1	110	1
O=C(c1ccc(Cl)cc1)N1CCN(c2ccc([N+](=O)[O-])c(NCc3cccnc3)c2)CC1
→ 102	0	6	0.5	-9	109	2	86	-1
CCOC(=O)c1c(CN2CCOCC2)n(-c2ccccc2)c2cc(Br)c(O)c(CN(C)C)c12
→ 105	0	0	3.3	-1	98	1	105	2
CN(C)NC(=S)Nc1ccc2nc(-c3ccccn3)c(-c3ccccn3)nc2c1
→ 102	4	16	-5.5	6	93	20	110	25
CCCNC(=O)c1[nH]c(C)c(C(C)=O)c1C
→ 96	2	8	3.3	5	83	3	102	8
Cc1nc(SCc2ccc(O)c([N+](=O)[O-])c2)n[nH]1
→ 100	0	11	-16	9	114	3	113	6
Cc1noc(C)c1NC(=O)N(C)C[C@H]1Oc2ccc(NC(=O)NC(C)C)cc2C(=O)N([C@H](C)CO)C[C@H]1C
→ 80	8	·	·	-2	80	-2	118	·
COC(=O)CCCC(=O)OC
→ 106	0	·	·	-6	101	5	92	·
NC(=S)N/N=C/c1ccc(/C=N/NC(N)=S)cc1
→ 97	0	7	-2.4	-15	110	-9	84	10
COc1ccccc1NC(=O)C(=O)c1cn(CC(=O)N2CCOCC2)c2ccccc12
→ 107	0	2	-3.6	-1	104	-3	76	6
Cc1noc(C)c1NC(=O)N(C)C[C@H]1Oc2c(NC(=O)Nc3ccc(C(F)(F)F)cc3)cccc2C(=O)N([C@H](C)CO)C[C@@H]1C
→ ·	0	·	·	2	·	1	107	·
CC(C)N1CN(c2ccccc2)C(=S)N(c2ccccc2)C1
→ ·	0	2	2.6	8	·	-4	86	6
Cc1ccc(NC(=O)CSc2nc3ccccc3nc2N2CCOCC2)cc1
→ 96	1	-1	1.1	-8	99	0	113	-3
Cc1ccc(-c2n[nH]c3c2CCC3)cc1
→ 92	0	3	0.0	-3	86	3	99	-2
CCC(=O)N1CCc2cc(S(=O)(=O)N3CCCC3)ccc21
→ 98	0	6	0.0	11	105	5	82	3
CCCNC(=O)C1=C(C)C(=O)OC12CCC(C)CC2 (stereo not given)
→ 102	3	8	0.0	-2	109	7	121	5
CC1CCCC(C)N1CCCNC(=O)CCn1c(=O)c2cccn2c2cccnc21 (stereo not given)
→ 95	0	13	-1.4	4	99	-1	96	5
COc1ccc(CCNC(=O)c2ccc3nc(N4CCCCC4)sc3c2)cc1OC
→ 98	3	1	-0.1	-4	101	-2	93	-3
CN(C(=O)CN1CCN(c2cnn(-c3ccccc3)c(=O)c2Cl)CC1)C1CCS(=O)(=O)C1 (stereo not given)
→ 98	0	-4	·	13	95	3	112	-5
O=C(Nc1nccs1)c1ccc([N+](=O)[O-])cc1Cl
→ 95	2	6	-0.9	-14	100	4	108	4
O=C1c2ccc([N+](=O)[O-])cc2C(=O)N1CNc1ccccn1
→ 102	0	4	1.5	6	96	1	96	1
CCOc1ccc(N(C)S(=O)(=O)c2cc(-c3cc(C)no3)ccc2C)cc1
→ 98	2	-1	0.1	3	91	6	85	-3
CN(C)S(=O)(=O)c1cccc(NC(=O)c2cc3c(cc2Cl)N2CCCCCC2=NS3(=O)=O)c1
→ 112	0	3	1.1	-1	107	-1	100	1
COc1ccc(Cc2nnc(SCC(=O)N3CCc4ccccc4C3)o2)cc1
→ 94	0	-1	0.6	5	95	6	120	2
O=C(COc1ccc(F)c(Cl)c1)c1ccc[nH]1
→ 93	6	-2	-1.0	-16	94	1	87	-4
CC(C)C1N=C2c3ccccc3N=C(SCC(=O)c3ccc(O)c(O)c3)N2C1=O (stereo not given)
→ 109	4	14	-5.6	-16	106	2	89	30
Cn1c(=O)c2cc(S(=O)(=O)NCCC(=O)Nc3ccc(F)cc3F)ccc2n(C)c1=O
→ 101	0	6	0.8	-9	101	5	69	10
c1cncc(CNCc2ccco2)c1
→ 89	0	·	-3.7	-11	106	·	104	·
N#Cc1ccccc1OCC(=O)NNC(=O)CCNC(=O)c1ccccc1
→ 94	1	·	·	20	92	2	103	·
O=C(Nc1ccc(NC(=O)C2CCCCC2)nc1)c1cccs1
→ 104	3	5	0.2	13	100	3	107	7
COc1ccc(C2CCCN2C(=S)Nc2cccc(Cl)c2)cc1OC (stereo not given)
→ 102	1	7	0.7	-2	102	0	84	3

The list continues:
Values run as follows: AGP1 TOR yeast	GRK2 inh	Bcl-xL primary	MEX-5 binding	VLA-4 inh	CIT2 TOR yeast	GLD-1 TGE inh	Yeast superoxide	MCL1 BIM primary
CCOC(=O)CN(C(=O)CSc1nnc(COc2ccc(OC)cc2)n1CC)c1ccccc1
→ 108	1	7	-1.5	10	102	-2	95	-1
CCOC(=O)c1ccc(N(CC(=O)NCC2CCCO2)C(=O)CCC(=O)Nc2cc(C)on2)cc1 (stereo not given)
→ 100	2	7	-0.2	-5	100	3	119	5
CC1CC(OC(=O)C(O)c2ccccc2)CC(C)(C)N1C (stereo not given)
→ 99	0	-2	-1.6	16	103	-2	100	1
O=C(OCC(=O)N1CCN(c2ccccc2)CC1)c1ncc(Cl)c(Cl)c1Cl
→ 102	2	-3	1.5	6	86	6	102	-4
O=C(O)c1ccc(Cl)c(S(=O)(=O)N(Cc2ccccc2)c2ccc(Cl)cc2)c1
→ 95	0	9	0.5	21	88	3	98	7
CCCC(CCC)C(=O)Nc1c[nH]c(=O)[nH]c1=O
→ 104	2	0	-1.0	12	102	2	117	3
Nc1cc(N)nc(SCc2ccc(Cl)cc2)n1
→ 101	3	5	2.5	8	121	4	102	-4
O=c1c2ccccc2nc2n1C1(CCCCC1)Cc1ccccc1-2
→ 107	0	3	-1.5	13	98	5	105	4
O=C(Nc1cccc(S(=O)(=O)Nc2ccccc2Cl)c1)c1ccc(Cl)nc1
→ 98	1	6	0.7	5	104	4	97	5
Cc1[nH]nc2nc3c(c(OC(=O)c4ccccc4)c12)c(=O)n(C)c(=O)n3C
→ 80	0	4	-1.7	10	69	-5	90	-1
Cc1cccc(OCCn2nnc3ccccc32)c1C
→ 95	0	5	0.6	0	97	6	95	12
O=C(CN1CCN(c2ccccc2F)CC1)c1c[nH]c2ccc(F)cc12
→ 100	0	6	-0.1	-12	104	1	100	-7
COc1ccc([C@@H]2[C@@H]3C(=O)N(C(C)(C)C)C(=O)[C@@H]3[C@]3(Cc4ccccc4)C(=O)N(c4ccc(C(F)(F)F)cc4)C(=O)N23)cc1
→ 87	0	5	-1.0	-6	100	4	92	2
CCCCN1C(=O)c2ccc(C(=O)NCCN3C(=O)S/C(=C\c4cccnc4)C3=O)cc2C1=O
→ 102	1	-2	-0.9	-9	107	2	120	-1

This is a random part of the collection, and some 2.1% of all compounds hit somewhere here.
